mABHD4 FP: ABHD4 (mouse) inhibition, primary FP screen; Q8VD66; purified mABHD4, FP-Rh probe fluorescence polarization; inhibition, % at 8.92 µM; 370,000 tested, 0.54% active;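 active = inhibition exceeding the mean over every tested compound plus 3 SD, cut at about 30% in these data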;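 also: 0% = plate median of compound wells and 100% = S159A mutant with DMSO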
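Material: mouse ABHD4 enzyme, wild type; Benchmarks: S159A mutant high control, sample median low control; Buffer or medium: HEPES pH 7.0, NaCl, Pluronic buffer; Signal: fluorescence polarization; Read-out: percent inhibition of probe binding, normalized to plate controls; Timing: pre-incubation 45 min, probe exposure 60 min, at 25 °C; Dosing: 8.92 µM, single dose.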
SIAE inh: inhibitors of human sialic acid acetylesterase SIAE. SIAE FP-Rh probe binding, fluorescence polarization. inhibition, % at 9.66 µM. 370,000 tested, 0.69% active;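 active = inhibition above a cutoff: mean of compounds within the control limits plus 3 SD of those, cut at about 17% in these data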;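 also: 0% = plate median of compound wells and 100% = probe without SIAE protein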
TCR CD3 inh: blocks the human TCR-CD3 interaction; TAMRA-labeled TCR probe fluorescence, biochemical; inhibition, % at 9.4 µM; 360,000 tested, 0.37% active; in the data active = inhibition above about 19%;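 also: recombinant mutant TCR 2C K166C tagged with TAMRA read by polarization; 0% = receptor in buffer alone and 100% = receptor with positive control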
PG9 Ab binder: PG9 antibody binding by small molecule; TR-FRET gp120-PG9 antibody binding; inhibition, % at 6.7 µM; 360,000 tested, 0.43% active; in the data active = inhibition above about 8.5%
Tn7 DDE FP: disrupts Tn7 cyclic peptide binding to fibrin D-Dimer-E complex; inhibition, % at 8.3 µM; FP displacement of FITC-Tn7 peptide from fibrin DD(E); 0% = median of compound wells per plate; 370,000 tested, 0.13% active; AID 720508; P02675;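 active = inhibition above the mean of compounds falling within the control limits plus 3 SD of them, cut at about 14% in these data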;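 also: 0% = plate median of compound wells and 100% = 10 µM Aha-Tn7 peptide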
Target sequence (P02675 whole entry, looked up): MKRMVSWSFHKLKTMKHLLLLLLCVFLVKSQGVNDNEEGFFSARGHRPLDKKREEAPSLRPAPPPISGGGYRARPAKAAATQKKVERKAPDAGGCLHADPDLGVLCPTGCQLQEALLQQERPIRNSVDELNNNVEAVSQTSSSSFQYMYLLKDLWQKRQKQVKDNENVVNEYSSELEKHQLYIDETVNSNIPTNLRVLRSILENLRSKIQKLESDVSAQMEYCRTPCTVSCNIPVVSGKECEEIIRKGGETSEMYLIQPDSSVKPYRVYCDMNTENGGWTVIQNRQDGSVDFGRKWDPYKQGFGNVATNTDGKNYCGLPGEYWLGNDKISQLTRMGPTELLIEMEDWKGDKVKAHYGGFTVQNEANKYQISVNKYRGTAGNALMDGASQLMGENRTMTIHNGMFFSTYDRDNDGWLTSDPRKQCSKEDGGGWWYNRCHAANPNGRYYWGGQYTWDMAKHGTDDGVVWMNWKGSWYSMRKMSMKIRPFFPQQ
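assay system = human clot-derived fibrin DD(E) complex | quantity = Fibrin-DD(E) at 2 µM final | timing = 10 min preincubation, 3 h with tracer, room temperature | signal = fluorescence polarization | measure = percent inhibition | benchmarks = high control wells with 10 µM unlabelled Aha-Tn7 peptide (full inhibition) | replicates = singlicate testing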
PRMT1 FP inh: inhibitors of human PRMT1; Q99873; recombinant PRMT1, activity-based probe fluorescence polarization; inhibition, % at 2.79 µM; 370,000 tested, 1.3% active; AID 652257;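 active = inhibition above about 21% made by adding two undisclosed values, limit read from the data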
Target sequence (Q99873 whole entry, looked up): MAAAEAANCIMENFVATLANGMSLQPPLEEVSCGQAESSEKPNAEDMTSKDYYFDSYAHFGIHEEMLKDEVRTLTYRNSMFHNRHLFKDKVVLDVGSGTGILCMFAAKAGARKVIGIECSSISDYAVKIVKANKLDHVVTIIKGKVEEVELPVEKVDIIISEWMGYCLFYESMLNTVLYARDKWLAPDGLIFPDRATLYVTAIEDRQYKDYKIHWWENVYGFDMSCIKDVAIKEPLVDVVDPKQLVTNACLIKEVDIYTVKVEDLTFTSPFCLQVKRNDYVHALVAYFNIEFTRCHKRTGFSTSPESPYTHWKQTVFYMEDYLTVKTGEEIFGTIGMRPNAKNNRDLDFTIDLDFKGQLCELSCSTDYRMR
TDP2 inh: TDP2 (human) inhibition, absorbance primary screen | AID 720702 | 370,000 tested, 0.34% active | recombinant TDP2, T5PNP hydrolysis, p-nitrophenol absorbance 415 nm | inhibition, % at 12.8 µM;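 active = inhibition above the mean of all tested compounds plus 3 SD, set per campaign, cut at about 25% in these data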;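 also: 0% = DMSO with enzyme and 100% = buffer with substrate but no TDP2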
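Test system: Human TDP2 enzyme | Reagent: 5 mM T5PNP | Compound dosing: 12.8 µM single point, 1% DMSO | Incubation: Enzyme reaction with compound for 2 h at 37 °C | Technique: p-Nitrophenol epi absorbance | Read-out: % inhibition relative to enzyme-containing and enzyme-free wells | Benchmarks: High control without enzyme, low control DMSO plus TDP2 | Replicates: Singlicate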
LEDGF integ inh: blocks HIV-1 LEDGF/p75-dependent DNA integration | TR-FRET IN-LEDGF/p75 DNA integration, Eu/Cy5 | inhibition, % at 3.7 µM | 370,000 tested, 0.64% active;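 active = inhibition above the screen-wide mean plus 3 SD, cut at about 13% in these data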;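 also: signal is the Cy5 over europium emission ratio at 671 and 618 nm; 0% = plate median of compound wells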
HTRA1 inhibitor: HTRA1 (human) protease inhibition; Q92743; recombinant HTRA1, FP-rhodamine activity-based probe, fluorescence polarization; inhibition, % at 5.96 µM; 340,000 tested, 0.5% active; in the data active = inhibition above about 36%;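 also: 0% = enzyme with DMSO and 100% = wells lacking enzyme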
UHRF1 MBD2 ctr: blocks human UHRF1 binding to methylated DNA; Q96T88; UHRF1 binding to methylated oligo, TR-FRET; inhibition, % at 4.4 µM; 370,000 tested, 0.75% active; AID 687016; in the data active = inhibition above about 21%;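 also: UHRF1 SRA domain binding a hemimethylated CpG hairpin DNA probe; 0% = median of test compound wells and 100% = reference inhibitor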
Active calls of the source: *; nt = not tested or not shown; & = joins results of further samples.

SMILES	mABHD4 FP	SIAE inh	TCR CD3 inh	PG9 Ab binder	Tn7 DDE FP	PRMT1 FP inh	TDP2 inh	LEDGF integ inh	HTRA1 inhibitor	UHRF1 MBD2 ctr
COc1cccc(NC(=O)CN2C(=O)COc3ccc(S(=O)(=O)N4CCCCCC4)cc32)c1	1	-4	-1	0.2	2	-1	-1	-4	-8	0
COc1ccc(NC(=O)CSc2ccc3c(c2)OCCO3)cc1OC	-4	-3	6	-0.9	-8	-1	1	6	4	-2
O=C(Nc1ccc(F)cc1F)c1cc2nc3c(c(C(F)(F)F)n2n1)CCCC3	5	5	2	0.8	-4	1	2	2	8	0
CCn1c(N)[n+](CC(=O)Nc2ccc(SC(F)F)cc2)c2ccccc21	4	-3	-6	-0.3	-2	16	1	0	-1	3
CCCCc1nc(N2CCN(C(=O)c3ccco3)CC2)c(C#N)c2c1CCCC2	-9	-7	7	1.4	3	-5	-7	3	-40	-1
Cc1ccc(C)c(OCCOCCN2CCOCC2)c1	-5	5	4	-1.0	-6	0	11	-4	0	-3
CCN1CCCC1CN(Cc1cc2ccc(C)cc2[nH]c1=O)C(=S)Nc1ccc(OC)cc1 (centres undefined)	3	-7	-3	1.1	1	-1	-3	-1	-8	-1
COc1cccc(OCCN2CCN(c3ncnc4c3cnn4-c3ccccc3)CC2)c1	-10	-4	7	-1.6	1	-2	-7	-1	-30	-1
C=CCN(C)NC(=S)Nc1ccccc1	9	1	-2	0.6	3	1	1	-6	0	3
CC(=O)c1ccc(S(=O)(=O)N(CCCO)Cc2cc3cc(C)ccc3[nH]c2=O)cc1	-1	-7	7	-1.0	-2	4	-2	-1	-4	2
CCOc1ccc(S(=O)(=O)N(C)CC(=O)NCc2ccco2)cc1	3	-10	6	-0.5	5	1	11	-1	-5	-2
OC(c1ccccc1)c1cccnc1 (centres undefined)	4	-2	6	-1.7	1	2	13	0	-2	0
CC1CC(C)(C)NC(=O)O1 (centres undefined)	6	1	3	0.5	-6	-3	4	0	1	4
CCCOc1ccc(N2C(=O)CC(NCCNc3ccc(S(=O)(=O)CC)cc3)C2=O)cc1 (centres undefined)	1	-9	6	1.0	4	7	-7	2	-5	-2
NC1=NN(c2cccc(C(=O)O)c2)C(=O)C1	11	9	-3	-3.0	-2	10	-1	14*	3	0
Cc1cccc(NC(=O)C2C3C=CC4(O3)C2C(=O)N(CCCN2CCCC2)C4C(=O)NC2CCCC(C)C2C)c1 (centres undefined)	-2&5	-2&-1	1	-0.3	-4&-1	-2&4	4&-5	-1&0	3	1&0
O=C(Nc1nc2ccsc2c(=O)s1)C1CCC1	-4	-7	-1	1.7	4	2	-11	0	nt	1
COc1cc(-c2cc(-c3ccc(F)cc3)nc(N)c2C#N)ccc1O	-9	-9	-11	-1.0	-8	0	-5	4	-16	0
COc1cc(CNC(=O)c2cnccn2)cc(OC)c1	-2	5	8	-0.9	-3	2	16	0	-1	-2
COc1ccc(-c2csc(CCn3nc(C)cc3C)n2)cc1OC	-10	-8	8	-2.0	4	-1	-26	3	4	0
CCc1cc(C(=O)NC2CCCc3c2cnn3-c2cccc(C)c2C)n(C)n1 (centres undefined)	-10	-10	3	-2.1	-4	-5	16	-1	nt	-2
Cc1ccc(S(=O)(=O)N2CCCCC2)cc1NC(=O)CSc1ncn[nH]1	-4	-2	-1	1.2	1	3	5	2	-2	5
COc1ccc(NC(=S)NCC2CCCO2)c(OC)c1 (centres undefined)	4	9	-11	2.2	1	-4	10	4	3	-3
Cc1ccc2c(c1)=N/C(=N\c1[nH]c(O)c3ccccc13)N=2	-3	-5	-3	0.6	0	-6	-5	-11	-12	-9
CC(C)NC(=O)CN1CCC(c2ccccc2)C(O)C1 (centres undefined)	3	-3	6	-1.6	0	1	-2	3	3	-2

Records listed above marked active in LEDGF integ inh.
Compound | SIAE inh | TCR CD3 inh | PG9 Ab binder | Tn7 DDE FP | PRMT1 FP inh | TDP2 inh | LEDGF integ inh | HTRA1 inhibitor | UHRF1 MBD2 ctr
NC1=NN(c2cccc(C(=O)O)c2)C(=O)C1 | 9 | -3 | -3.0 | -2 | 10 | -1 | 14* | 3 | 0

Further records follow.
SMILES	mABHD4 FP	SIAE inh	TCR CD3 inh	PG9 Ab binder	Tn7 DDE FP	PRMT1 FP inh	TDP2 inh	LEDGF integ inh	HTRA1 inhibitor	UHRF1 MBD2 ctr
Cc1nn(S(=O)(=O)c2ccc(Br)cc2)c(C)c1S(=O)(=O)N1CCOCC1	2	1	3	-0.4	0	-2	-10	-1	7	4
O=C1OC(c2cccs2)=N/C1=C\c1ccc(-c2cccc(Cl)c2)o1	7	-9	0	0.3	-3	4	7	2	-23	-2
Cc1ccc(-c2nnc(Nc3ccc(C(=O)N(C)C)cc3)c3ccccc23)cc1S(=O)(=O)NC(C)(C)CO	-8	-6	-1	-0.9	11	0	9	-1	-7	0
O=C(CC1C(=O)N(c2ccccc2)C(=O)N1Cc1ccco1)Nc1ccccc1 (centres undefined)	-5	-7	-7	1.1	0	6	-7	1	-1	-1
O=C(Nc1ccccc1O)c1cc(S(=O)(=O)N2CCOCC2)c(Cl)cc1Cl	2	3	4	0.5	8	-3	-5	-1	1	0
O=C(O)CN1C(=O)C(=O)N(Cc2c(F)cccc2Cl)C1=O	-1	-3	0	-0.3	7	1	-9	-6	2	4
CCn1c(SCC(=O)N/N=C/C=C/c2ccccc2[N+](=O)[O-])nnc1-c1ccc(Cl)cc1	3	2	2	-1.0	2	-3	-13	-2	nt	-2
Cc1ccc(C(=O)CSc2nnc(-c3cccnc3)n2N)cc1	-2	7	-5	1.2	2	3	-5	3	-6	2
O=C(Nc1ccccc1)c1ccccc1OCc1ccc(F)cc1	-3	7	0	-0.6	-2	-5	-3	3	-10	1
COC(=O)CSc1nnc(CNC(=O)c2cc(OC)c(OC)c(OC)c2)n1C	4	3	5	-1.7	13	-1	11	-2	-2	-4
CCn1c(N2CCN(C(=O)Nc3ccc(F)cc3)CC2)nc2ccccc21	-4	2	-5	-0.1	-1	-2	2	0	-4	-3
O=C(COc1cccc2c1CCNC2=O)Nc1cccc(F)c1	-2	0	3	1.3	9	-2	3	0	-8	0
CCCS(=O)(=O)Nc1cccc(-c2ccc3nnc(C)n3n2)c1	-2	2	3	-1.7	-6	0	2	4	-3	-5
CC(NC(=O)COC(=O)C1CCCCC1)c1ccccc1 (centres undefined)	0	-2	1	0.1	-2	1	8	-1	1	2
Cc1cc(C(=O)NCc2cccs2)no1	1	-4	-2	1.6	4	1	-2	-2	-1	6
O=C1CC(NC(=O)C(F)(F)F)c2cc3c(cc21)OCO3 (centres undefined)	1	-3	-3	-0.1	-6	6	1	-6	4	1
CCOC(=O)/C(=C/c1ccc(OC(F)F)cc1)C1=Nn2c(nnc2-c2ccc(Cl)cc2)SC1	-14	-10	-6	0.1	3	2	0	4	-38	1
Cc1ccc(NC(=O)CCc2ccc(C)o2)c(C)c1	2	3	5	0.1	-9	-2	13	-1	2	-3
Cc1c(Cl)cccc1NC(=S)NCCC(c1ccccc1)c1ccccc1	-74	-106	8	0.9	2	-1	2	-1	-55	0
Cc1cc(C(=O)Nc2ccccc2)oc(=O)c1	2	-1	-7	-0.3	-7	1	-17	0	4	-1
COCc1nnc(NC(=O)C2CCN(C(=O)c3ccco3)CC2)s1	3	-1	5	-1.3	-3	0	13	1	4	-1
CCC(CC)C(=O)c1c[nH]c(C(=O)NCc2cccs2)c1	1	3	6	-0.7	1	3	5	-1	-1	0
COc1ccc(C2=Nc3ccccc3N(C(=O)c3cnccn3)C2C(=O)NC2CCCC2)cc1 (centres undefined)	2	3	8	-1.8	11	-2	11	1	nt	-1
COC(=O)c1sc(NC(=S)NC(=O)c2ccccc2Cl)nc1C	-8	-12	6	-0.4	-6	4	-3	1	6	3
CN1CCN(c2nc(-c3ccccc3Cl)nc3ccccc23)CC1	-7	5	6	-2.6	4	-3	-4	-1	-4	-2

Entries of single compounds from above. Screens in order: mABHD4 FP | SIAE inh | TCR CD3 inh | PG9 Ab binder | Tn7 DDE FP | PRMT1 FP inh | TDP2 inh | LEDGF integ inh | HTRA1 inhibitor | UHRF1 MBD2 ctr
Listed for Cc1ccc(NC(=O)CCc2ccc(C)o2)c(C)c1 → 2 | 3 | 5 | 0.1 | -9 | -2 | 13 | -1 | 2 | -3
Listed for CCn1c(N2CCN(C(=O)Nc3ccc(F)cc3)CC2)nc2ccccc21 → -4 | 2 | -5 | -0.1 | -1 | -2 | 2 | 0 | -4 | -3

6 entries from above in a different format.
| SMILES | mABHD4 FP | SIAE inh | TCR CD3 inh | PG9 Ab binder | Tn7 DDE FP | PRMT1 FP inh | TDP2 inh | LEDGF integ inh | HTRA1 inhibitor | UHRF1 MBD2 ctr |
| --- | --- | --- | --- | --- | --- | --- | --- | --- | --- | --- |
| O=C(Nc1ccccc1)c1ccccc1OCc1ccc(F)cc1 | -3 | 7 | 0 | -0.6 | -2 | -5 | -3 | 3 | -10 | 1 |
| COC(=O)CSc1nnc(CNC(=O)c2cc(OC)c(OC)c(OC)c2)n1C | 4 | 3 | 5 | -1.7 | 13 | -1 | 11 | -2 | -2 | -4 |
| CCn1c(N2CCN(C(=O)Nc3ccc(F)cc3)CC2)nc2ccccc21 | -4 | 2 | -5 | -0.1 | -1 | -2 | 2 | 0 | -4 | -3 |
| O=C(COc1cccc2c1CCNC2=O)Nc1cccc(F)c1 | -2 | 0 | 3 | 1.3 | 9 | -2 | 3 | 0 | -8 | 0 |
| CCCS(=O)(=O)Nc1cccc(-c2ccc3nnc(C)n3n2)c1 | -2 | 2 | 3 | -1.7 | -6 | 0 | 2 | 4 | -3 | -5 |
| CC(NC(=O)COC(=O)C1CCCCC1)c1ccccc1 (centres undefined) | 0 | -2 | 1 | 0.1 | -2 | 1 | 8 | -1 | 1 | 2 |

Assay outcomes: PubChem BioAssay, The Scripps Research Institute Molecular Screening Center
